HTR5A ag: HTR5A agonism, opioid heterodimer counter-screen; P47898; HTR5A agonist assay, luminescence, cell-based; activation, % at 9.3 µM; 0.61% of 340,000 active; AID 504692; in the data active means activation mostly above about 9.5%, no sharp cut-off; inactive means mostly below about 7.6%;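 further: 0% = cells with vehicle only and 100% = reference agonist; strong numbers were not always called active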
PKA-R2B act: activators of human PKA-R2B complex; P22694+P31323; PKA-R2B holoenzyme dissociation, Cy5-IP20 fluorescence polarization; R2B truncated from residue 108, S112A mutant; 0% DMSO only, 100% 113 µM cGMP; activation, % at 11.4 µM; 0.079% of 340,000 active;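 active means activation above a cutoff set at the mean over all compounds plus 3 SD, cut at about 18% in these data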;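 further: higher means more holoenzyme dissociation and a rise in polarization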
Target sequence (P31323 whole entry, looked up, other chains not shown, the tested form may be a part): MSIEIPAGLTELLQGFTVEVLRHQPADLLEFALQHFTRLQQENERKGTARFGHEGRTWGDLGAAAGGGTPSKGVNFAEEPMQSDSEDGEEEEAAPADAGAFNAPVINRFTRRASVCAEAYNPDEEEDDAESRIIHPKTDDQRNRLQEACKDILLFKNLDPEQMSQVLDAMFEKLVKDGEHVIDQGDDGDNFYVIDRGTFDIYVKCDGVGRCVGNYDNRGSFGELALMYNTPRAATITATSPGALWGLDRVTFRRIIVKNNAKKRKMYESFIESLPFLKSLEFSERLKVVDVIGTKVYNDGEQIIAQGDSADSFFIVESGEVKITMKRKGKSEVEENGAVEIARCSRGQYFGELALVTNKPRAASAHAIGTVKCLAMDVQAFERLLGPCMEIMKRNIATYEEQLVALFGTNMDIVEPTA
PKA-R1A act: PKA-R1A complex activation | P00514+P68181 | PKA-R1A dissociation, Cy5-IP20 fluorescence polarization; scaled: DMSO 0%, 113 µM cGMP 100% | activation, % at 11.4 µM | 0.083% of 340,000 active;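 active means percent activation above the mean of all tested compounds plus 3 SD, cut at about 19% in these data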;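 further: higher means more PKAc released from R1A so a rise in polarization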
Arr AP2 block: blocks beta-arrestin peptide binding to AP2 adaptin; FITC-arrestin peptide / GST-AP2 beads, flow cytometry; AP2 beta2 appendage carries R879A mutation; inhibition, % at 10 µM; 0.31% of 340,000 active; AID 504490;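 active means inhibition above a set limit, near 3 SD of compounds lacking own fluorescence, cut at about 54% in these data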;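 further: plate controls were DMSO wells for no effect and 5 µM unlabelled arrestin peptide for full effect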
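system = GST-tagged AP2 beta2-adaptin appendage (R879A) on 4 µm glutathione beads | reagent = FITC-labelled arrestin peptide probe, 50 nM final | schedule = compound with beads 12 min RT, then probe 1 h RT | signal = HyperCyt-sampled flow cytometry, FL1 channel, ex 488/em 535 nm | read-out = percent response from loss of bead-bound FITC fluorescence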
DSG3 Ab inh: inhibitors of pemphigus antibody binding to human desmoglein-3 | P32926 | DSG3-coupled beads, scFv-anti-DSG3-GFP binding, flow cytometry; stronger effect = lower value | binding (percent of control), % at 10 µM | 0.48% of 310,000 active;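 active means binding more than 3 SD below its plate's average and above zero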;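 further: hits lower antibody fragment binding to DSG3; some compounds called inactive have numbers as strong as hits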
MOR-DOR inv ag: mu-delta opioid heterodimer inverse agonism; AID 504357; inhibition, % at 9.3 µM; P35372+P41143; cell-based MOR-DOR heterodimer luminescence; 0.21% of 340,000 active; in the data active means inhibition above about 22%, passing the limit was not always enough;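 further: 0% = cells with DMSO and 100% = wells without cells with DMSO; values of inactives mirror those of a sister screen read the other way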
HTR5A inv ctr: HTR5A inverse agonism, opioid heterodimer counter-screen; HTR5A cell line, luminescence; inhibition, % at 9.3 µM; 0.083% of 340,000 active; AID 504634; in the data active means inhibition mostly above about 23%, no sharp cut-off; inactive means mostly below about 18%;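 further: 0% = cells with DMSO and 100% = no-cell wells with DMSO; some compounds called inactive have numbers as strong as hits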
MOR-DOR ag: agonists of human mu-delta opioid receptor heterodimerization; P35372+P41143; cells, OPRM1-OPRD1 heterodimerization, luminescence; activation, % at 9.3 µM; 0.3% of 340,000 active; AID 504326; in the data active means activation above about 18%;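 further: 0% = vehicle-treated cells and 100% = reference agonist; values of inactives mirror those of a sister screen read the other way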
DAGLB inh: diacylglycerol lipase beta (human) inhibition; 0.059% of 340,000 active; AID 504411; inhibition, % at 5.17 µM; HEK293T DAGLB membrane lysate, EnzChek fluorogenic substrate; in the data active means inhibition above about 34%;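 further: 0% = enzyme with vehicle and 100% = wells lacking enzyme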
Target sequence (Q8NCG7 whole entry, looked up): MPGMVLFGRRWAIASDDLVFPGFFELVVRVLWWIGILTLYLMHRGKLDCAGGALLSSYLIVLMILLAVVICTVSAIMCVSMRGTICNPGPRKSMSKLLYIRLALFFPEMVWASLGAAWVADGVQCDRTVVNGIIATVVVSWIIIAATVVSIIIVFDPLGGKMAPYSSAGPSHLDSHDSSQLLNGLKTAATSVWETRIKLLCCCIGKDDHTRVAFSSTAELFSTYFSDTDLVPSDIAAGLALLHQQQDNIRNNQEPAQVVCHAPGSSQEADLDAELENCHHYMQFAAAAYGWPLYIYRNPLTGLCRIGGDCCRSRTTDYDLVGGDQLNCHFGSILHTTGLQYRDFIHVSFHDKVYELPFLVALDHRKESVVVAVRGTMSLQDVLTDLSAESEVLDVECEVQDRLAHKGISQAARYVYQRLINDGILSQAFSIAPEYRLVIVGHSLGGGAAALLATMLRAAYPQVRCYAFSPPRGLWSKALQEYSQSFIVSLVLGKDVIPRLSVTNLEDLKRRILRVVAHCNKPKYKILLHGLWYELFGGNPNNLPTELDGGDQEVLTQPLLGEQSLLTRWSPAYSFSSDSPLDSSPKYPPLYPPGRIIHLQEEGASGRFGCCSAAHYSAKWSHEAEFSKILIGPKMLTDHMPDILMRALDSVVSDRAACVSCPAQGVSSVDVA
V-ATPase pH: alters yeast V-ATPase proton transport | S. cerevisiae, pHLuorin cytosolic pH fluorescence | response, % at 10 µM | 0.37% of 350,000 active | AID 504577; in the data active means response mostly above about 7.3%, no sharp cut-off; inactive means mostly below about 5.4%; further: actives read high; inactives centre near 0; some compounds called inactive have numbers as strong as hits; reference of the scale not given here
Starred values were filed as active, the others as inactive; · = no result given; & = joins results of further samples.

SMILES	HTR5A ag	PKA-R2B act	PKA-R1A act	Arr AP2 block	DSG3 Ab inh	MOR-DOR inv ag	HTR5A inv ctr	MOR-DOR ag	DAGLB inh	V-ATPase pH
O=C(c1ccco1)N1CCN(CCCCOc2cccc3ccccc23)CC1	2	-1	-4	-146	102	-3	-7	0.6	-6	1
Cc1nn(C)c(Cl)c1CN1CCN(C2CCCCC2)C(CCO)C1 (configuration not stated)	-1	-14	0	7	99	18	5	-3.3	0	2
O=C(O)c1cccc(S(=O)(=O)N2CCC(n3nnc4cc(C(F)(F)F)ccc43)CC2)c1	2	-3	-6	27	95	-12	0	1.6	0	-2
N#CCC(=O)Nc1ccc(C(=O)OCC(=O)N2CCCC2=O)cc1	-2	-4	-6	-3	101	15	5	-2.9	1	7
Cc1ccc(S(=O)(=O)N2C[C@@H]3CCCC[C@@H]3[C@@H](C)[C@H]2c2cn(Cc3ccccc3)c3ccc(F)cc23)cc1	-1	1	-5	6	87	7	2	-1.4	-1	-3
CCOC(=O)c1cc2c(OC)c(OC)ccc2c2[nH]cc(C#N)c(=O)c12	·	5	1	·	101	·	·	·	-10	-2
O=C1COc2ccc(C(=O)COC(=O)Cn3cnc4ccccc43)cc2N1	-5	-17	-9	1	111	13	-20	-2.3	2	-6
O=c1c2c3c(sc2nc2sc(C4CC4)nn12)CCCC3	2	-7	0	12	99	18	-4	-3.6	-2	2
CCC(C)Nc1ncnc2c1cnn2Cc1ccc(Cl)cc1 (configuration not stated)	5	-5	-15	-2	105	-8	-15	1.6	-1	-2
Cc1cc(NC(=O)C2CC(c3ccc(F)cc3)=NO2)n(-c2ccccc2)n1 (configuration not stated)	2	10	-1	7	101	6	-21	-1.1	1	3
Cc1ccc(-c2n[nH]c(=S)c3ccccc23)cc1S(=O)(=O)NCC1CCCO1 (configuration not stated)	4	-15	-3	17	106	11	-10	-2.0	1	0
CCOc1ccc(-n2cc(-c3ccc(OC)c(OC)c3)[nH]c2=S)cc1	8	-1	-14	6	97	-14	-26	2.7	1	-3
CC1CCCCC12NC(=O)N(CC(=O)NC(=O)NCc1ccco1)C2=O (configuration not stated)	6	-2	-2	-6	104	-6	3	1.2	-5	2
COc1ccc(C)cc1S(=O)(=O)n1c([N+](=O)[O-])cnc1C	2	-12	0	-12	111	10	-4	-2.0	1	-5
O=C(CCN1C(=O)c2ccncc2C1=O)Nc1ccc2c(c1)OCCO2	-1	-1	-2	-8	100	15	7	-2.6	-4	1
CC1(C)O[C@@H]2[C@H](O1)[C@@H](CO)O[C@H]2n1c(N2CCCCC2)nc2c(N)ncnc21	1	6	-2	2	107	6	-7	-0.9	-1	-1
O=C(Nc1cccc2c1CCCC2)c1ccncc1	10	-2	1	9	106	-10	-11	1.8	-5	9
Cc1cccc(NC(=O)C2CCCN(S(=O)(=O)c3cccc4nsnc34)C2)n1 (configuration not stated)	5	-5	-1	4	99	-3	-13	0.6	6	-3
C[C@H](CO)N1C[C@H](C)[C@@H](CN(C)S(=O)(=O)c2cccs2)Oc2ccc(NC(=O)C3CC3)cc2C1=O	-1	-5	-10	0	95	16	2	-3.4	-5	1
CC(C)CN(C(=O)COC(=O)Cc1n[nH]c(=O)c2ccccc12)C1CCS(=O)(=O)C1 (configuration not stated)	4	10	13	-10	95	7	-10	-1.3	1	1
CCOC(=O)C1=C(C)NC(C)=C(C(=O)OCC)C1	1&-1	-2&-2	3&-8	9&12	109&93	2&5	-2&3	-0.5&-0.9	1&2	2&0
CN(C)c1ccc(N=C/C=C2/N(C)c3ccccc3C2(C)C)cc1	-1	-13	-31	25	133	-34	3	5.2	11	9
CCOC(=O)C(=NC1CCCCC1)NNc1cccc(C(F)(F)F)c1	2	-9	-14	29	100	-34	-8	6.0	-5	-1
Cc1ccccc1NC(=O)CSc1nnc(Cc2ccccc2)c(=O)n1N	2	-2	4	0	103	20	16	-4.1	2	7
CC1=CC(=O)c2ccccc2C1=O	4&4	-7&0	-8&-11	-1&13	110&103	-32&-9	0&6	5.8&1.7	1&2	5&-1
Cc1ccsc1C(=O)NNC(=O)C1CC=CCC1C(=O)O (configuration not stated)	1	10	4	0	98	13	1	-2.5	1	2
CC(Sc1nnc(NC(=O)c2cc3ccccc3oc2=O)s1)c1ccccc1 (configuration not stated)	8	1	-4	9	72*	4	-24	-0.8	-1	1
CCOc1ccc(NC(=O)COC(=O)CCCc2c[nH]c3ccccc23)cc1	3	-4	-11	-8	104	-2	-24	0.4	-4	0
CC(C)c1c(C(=O)N/N=C2\CCc3ccccc32)nnn1-c1nonc1N	0	-7	-8	-7	·	6	20	-1.1	-1	1
CCc1ccc(OCCOCC(O)CNC(C)CC)cc1 (configuration not stated)	2	1	-4	5	100	-13	-6	2.6	1	1
Cc1ccc(C2(C)NC(=O)N(CC(=O)Nc3ccccc3C(=O)NC3CCCC3)C2=O)cc1 (configuration not stated)	-1	5	-5	0	·	13	2	-2.5	0	-2
O=C(NCc1cn(-c2ccccc2)nc1-c1ccccc1)c1ccc([N+](=O)[O-])cc1	2	-10	6	1	81	-48	-6	7.4	-1	0
COc1cccc(CC(=O)N2CCC(CCC(=O)Nc3cccc(OC)c3)CC2)c1	-5	-12	-1	-7	102	16	9	-3.2	0	3
CCCCN(CC)S(=O)(=O)c1ccc(C(=O)Nc2nnc(COC)o2)cc1	4	0	0	8	100	14	1	-2.6	-1	3
CC(C)(Sc1ccc(CCN(CCCCC2CCCCC2)C(=O)NC2CCCCC2)cc1)C(=O)O	2	0	-5	-7	105	2	-25	-0.3	7	-1
COc1ccc(C)cc1S(=O)(=O)Nc1cccc(Cl)c1Cl	5	-3	-11	-7	112	3	1	-0.6	-3	-3
CCc1noc(C)c1C(=O)OCC(=O)Nc1ncc(Cl)cc1Cl	2	-13	-8	-3	99	20	-5	-2.9	0	0
CCCC1(CCC)NC(=O)N(CC(=O)Nc2ccc3c(c2)OCCO3)C1=O	2	0	-9	1	91	13	-10	-2.5	0	0
Cc1ccc(C)c(OCCn2cc(/C=C(\C#N)C(=O)NCc3cccs3)c3ccccc32)c1	-3	-4	-4	0	92	-2	8	0.3	-3	-7
CCc1ccc(C(=O)NNC(=O)c2n[nH]c(=O)c3ccccc23)cc1	-6	-5	2	-1	115	8	16	-1.9	2	-2
COCCn1nnnc1C(C(C)C)N1CCN(C(=O)c2ccco2)CC1 (configuration not stated)	4	2	3	-4	·	7	-9	-1.7	-6	-1
CC1CCC2(CC1)NC(=O)N(CC(=O)NC(C)c1ccc(F)c(F)c1)C2=O (configuration not stated)	-9	-5	4	-6	·	4	23	-1.0	-3	-2
CC(Sc1nc(-c2ccccc2)cc(C(F)(F)F)n1)C(=O)N1CCOCC1 (configuration not stated)	-2	-8	-9	-4	·	7	-26	-1.6	-2	1
CCOCCCNC(=S)N1CCCN(c2nc3c(C)c(C)ccc3cc2C#N)CC1	3	-12	-7	-6	105	2	-8	-0.5	-9	-2
CCOC(=O)/C(=C\C=C\c1ccccc1)NC(=O)c1ccccc1	4	2	0	31	93	18	20	-3.5	-5	-4

Structures above with two or more sulfur atoms (5):
SMILES	HTR5A ag	PKA-R2B act	PKA-R1A act	Arr AP2 block	DSG3 Ab inh	MOR-DOR inv ag	HTR5A inv ctr	MOR-DOR ag	DAGLB inh	V-ATPase pH
O=c1c2c3c(sc2nc2sc(C4CC4)nn12)CCCC3	2	-7	0	12	99	18	-4	-3.6	-2	2
Cc1ccc(-c2n[nH]c(=S)c3ccccc23)cc1S(=O)(=O)NCC1CCCO1 (configuration not stated)	4	-15	-3	17	106	11	-10	-2.0	1	0
Cc1cccc(NC(=O)C2CCCN(S(=O)(=O)c3cccc4nsnc34)C2)n1 (configuration not stated)	5	-5	-1	4	99	-3	-13	0.6	6	-3
C[C@H](CO)N1C[C@H](C)[C@@H](CN(C)S(=O)(=O)c2cccs2)Oc2ccc(NC(=O)C3CC3)cc2C1=O	-1	-5	-10	0	95	16	2	-3.4	-5	1
CC(Sc1nnc(NC(=O)c2cc3ccccc3oc2=O)s1)c1ccccc1 (configuration not stated)	8	1	-4	9	72*	4	-24	-0.8	-1	1

Next section
SMILES	HTR5A ag	PKA-R2B act	PKA-R1A act	Arr AP2 block	DSG3 Ab inh	MOR-DOR inv ag	HTR5A inv ctr	MOR-DOR ag	DAGLB inh	V-ATPase pH
COc1ccc(O)c(/C=N/N2CCOCC2)c1	-3	1	-1	-11	104	-2	8	0.3	0	-4
Cc1ccc(C)c(OCCSc2nnc(-c3cccnc3)n2N)c1	1	10	-3	0	119	2	-2	-0.4	-1	-2
NC(=O)C1CCN(CC(=O)Nc2ccccn2)CC1	4	-5	-18	-1	110	18	-12	-3.4	2	5
COc1ccccc1-c1nnc(SCc2nc3ccccc3[nH]2)n1C	-1	-3	-3	0	119	21	-2	-3.5	0	5
CC(C)CCOc1ccc(CO[C@@H]2[C@H]3OC(C)(C)O[C@H]3O[C@@H]2C(O)CO)cc1 (some centres not stated)	-3	-9	-3	-15	98	-5	12	0.9	-1	-3
CC(O)CNc1nc2c(c(=O)n(Cc3ccc(Br)cc3)c(=O)n2C)n1C (configuration not stated)	-2	5	7	4	94	17	9	-3.8	2	-4
Cc1cc(NC(=O)CCOc2ccccc2)no1	0	10	11	-4	101	9	-2	-1.4	6	-3
Cc1ccc(C(=O)Nc2ccc(S(=O)(=O)N3CCCC3)cc2)o1	1	6	-1	-10	97	8	4	-1.5	1	0
Cc1ccc(C)c(NCc2n[nH]c(=S)n2-c2ccccc2)c1	3	-7	-12	24	99	21	6	-4.3	8	-2
O=C1NC2(CCCCC2)C(=O)N1Cc1ccc([N+](=O)[O-])cc1	2	-12	-8	1	104	9	4	-1.9	0	1
O=C(COC(=O)/C=C/c1cn(-c2ccccc2)nc1-c1cccnc1)Nc1ccc(Cl)cc1Cl	4	-3	-7	-3	98	-7	-11	1.4	1	-1
CC(C)c1[nH]c(=O)c(C#N)c2c1COC(C)(C)C2	0	-8	5	-3	96	4	-1	-0.6	-1	0
O=C(CSCc1c(F)cccc1Cl)NCc1ccncc1	-3	-4	-16	-35	103	7	8	-1.4	1	0
O=C(Cn1c(C(F)(F)F)nc2ccccc21)N=Nc1c(O)[nH]c2ccc(Br)cc12	2	-1	5	4	97	9	-7	-1.2	1	0
O=C(NCCOc1ccccc1)C1CCC(=O)N(C2CCCCCC2)C1 (configuration not stated)	1	2	-1	-10	103	11	13	-2.0	3	2
CCCn1nc2cc(C(=O)NCc3ccccc3)ccc2c1OCC	1	-13	1	-1	105	22	24	-4.0	0	-2
Cc1cc(O)c2c(c1)C(O)(C1OC(CO)C(O)C(O)C1O)c1cccc(O)c1C2=O (configuration not stated)	7	-12	0	-1	93	-2	14	0.3	1	-6
N#Cc1ccccc1OCCCN1CCC(Cc2ccccc2)CC1	-3	-4	-3	-1	102	-15	11	3.1	-2	0
COc1ccccc1CNC(=O)Cn1cnnn1	4	5	-8	-10	109	13	-16	-2.6	1	-1
O=C(Nc1nccs1)C1CCCN1S(=O)(=O)c1cccc2cccnc12 (configuration not stated)	7	-14	4	-9	106	6	-21	-1.2	-2	-4

Screens deposited in PubChem BioAssay by several laboratories.
